NRP1-CendR mod – alters CendR peptide binding to human NRP-1. O14786. FAM-RPARPAR peptide binding to NRP-1, fluorescence polarization. inhibition, % at 25 µM. actives 0.85% (n = 360,000);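 active = inhibition or corrected inhibition above about 18%, plus a signal ratio from 0.5 to 1.5, limit read from the data, passing the limit was not always enough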; note: strong numbers were not always called active
Target sequence (O14786 whole entry, looked up): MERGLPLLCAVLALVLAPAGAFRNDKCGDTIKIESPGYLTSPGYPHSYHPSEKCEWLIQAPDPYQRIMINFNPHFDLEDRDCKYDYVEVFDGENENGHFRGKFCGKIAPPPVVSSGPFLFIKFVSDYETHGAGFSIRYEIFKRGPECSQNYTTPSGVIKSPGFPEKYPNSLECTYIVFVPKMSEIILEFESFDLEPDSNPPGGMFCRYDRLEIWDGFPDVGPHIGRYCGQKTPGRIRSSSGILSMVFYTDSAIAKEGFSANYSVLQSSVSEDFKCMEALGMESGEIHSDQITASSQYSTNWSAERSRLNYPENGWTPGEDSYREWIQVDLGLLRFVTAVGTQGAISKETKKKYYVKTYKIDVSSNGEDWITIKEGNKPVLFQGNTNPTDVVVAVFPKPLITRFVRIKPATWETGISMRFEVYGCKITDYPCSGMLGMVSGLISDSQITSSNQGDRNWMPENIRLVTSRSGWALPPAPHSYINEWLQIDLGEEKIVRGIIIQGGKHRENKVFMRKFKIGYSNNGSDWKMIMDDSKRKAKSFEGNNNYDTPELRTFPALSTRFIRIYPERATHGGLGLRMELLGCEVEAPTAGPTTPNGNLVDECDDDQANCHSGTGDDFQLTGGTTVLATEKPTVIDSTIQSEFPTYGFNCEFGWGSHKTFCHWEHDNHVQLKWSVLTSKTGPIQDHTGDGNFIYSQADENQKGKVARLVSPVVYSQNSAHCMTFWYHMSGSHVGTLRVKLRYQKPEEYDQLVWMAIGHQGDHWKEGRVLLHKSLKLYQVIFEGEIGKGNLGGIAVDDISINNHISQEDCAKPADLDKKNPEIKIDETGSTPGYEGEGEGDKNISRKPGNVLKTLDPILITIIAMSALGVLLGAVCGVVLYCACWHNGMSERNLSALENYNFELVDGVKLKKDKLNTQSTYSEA
FAS TE block – inhibitors of human fatty acid synthase thioesterase domain; P49327; recombinant FAS-TE, OMFH fluorogenic substrate, fluorescence endpoint; inhibition, % at 15 µM; actives 0.67% (n = 360,000); AID 602261;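 active = compounds whose normalised, plate-corrected inhibition of enzyme fluorescence in the single-dose primary screen is 50% or more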;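 note: 0% = DMSO with enzyme and 100% = substrate without enzyme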
eLon inh – E. coli protease La inhibition; P0A9M0; purified E. coli Lon protease, fluorescence polarization; inhibition, % at 7.94 µM; actives 0.42% (n = 360,000); AID 602123; in the data active = inhibition above about 13%, passing the limit was not always enough;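 note: 0% = enzyme with probe and DMSO and 100% = no enzyme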
MT1-MMP act inh – blocks activation of human MT1-MMP; P50281; HT1080 RFP-PRO-GFP cells, GFP/RFP ratio fluorescence, overnight; percent of plate control window, DMSO zero; GFP/RFP ratio change, % at 20 µM; actives 0.061% (n = 360,000); AID 651647;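 active = GFP/RFP ratio change of at least 30% with cell ATP level not reduced by more than half and red fluorescence within 50% of control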; note: strong numbers were not always called active
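Assay system: HT1080 RFP-PRO-GFP cells | Dosing: 20 µM single dose, 1% DMSO | Incubation: Cells overnight before dosing, compound overnight, 37 °C, 5% CO2 | Evaluation: GFP/RFP fluorescence ratio | Control set: DMSO-only wells and HT1080 RFP-L50D-GFP cell wells as references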
TbMetRS inhib – Trypanosoma brucei MetRS inhibition | AID 624268 | inhibition, % at 11.9 µM | purified T. brucei MetRS, ATP depletion, Kinase-Glo luminescence | actives 0.4% (n = 360,000);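 active = inhibition above a per-plate cutoff of the control wells' mean inhibition plus 3 SD, cut at about 5.5% in these data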;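 note: 0% = DMSO wells median and 100% = median of wells with control inhibitor compound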
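Test system – parasite MetRS enzyme · Reagent – substrates ATP, L-methionine and bulk Escherichia coli tRNA · Doses – 11.9 µM compound single dose, 0.9% DMSO · Times – 15 min enzyme-compound preincubation, 2 h reaction, 10 min detection, 25 °C · Signal – Kinase-Glo luminescence, ATP depletion format · Controls – DMSO-only wells as low control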
MsrA act – activators of bovine methionine sulfoxide reductase A | purified bovine MsrA, absorbance read-out | AID 602163 | activation, % at 10.6 µM | actives 0.3% (n = 360,000); in the data active = activation above about 7.5%;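 note: 0% = vehicle and 100% = reference activator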
MLLE-PAM2 inh – inhibitors of microRNA-mediated deadenylation, human PABP1 MLLE binding; P11940; GST-MLLE / FITC-PAM2 fluorescence polarization; inhibition, % at 20 µM; actives 0.36% (n = 360,000); AID 588489; in the data active = inhibition above about 35%, passing the limit was not always enough;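 note: plate controls were DMSO wells with GST-MLLE for no effect and wells lacking GST-MLLE protein for full effect; some results filed as inactive read as strong as hits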
SKN-1 inh – inhibitors of C. elegans SKN-1; actives 0.49% (n = 360,000); inhibition, % at 21.8 µM; AID 624304; C. elegans VP596 Pgst-4::GFP/RFP ratio, acrylamide-induced, 24 h;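 active = interference check ratio from 0.5 to 1.5 plus GFP to RFP signal ratio inhibition reaching or exceeding a fixed threshold, cut at about 30% in these data, passing the limit was not always enough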; note: some compounds called inactive have numbers as strong as hits
MsrA inhibitor – bovine MsrA inhibition; actives 0.75% (n = 360,000); purified bovine MsrA, absorbance read-out; inhibition, % at 15.5 µM; AID 651718; in the data active = inhibition above about 4.5%;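 note: 0% = vehicle wells with enzyme and 100% = reference inhibitor wells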
An asterisk follows results filed as active; . = not tested or not shown.

A first look, four compounds:
SMILES	NRP1-CendR mod	FAS TE block	eLon inh	MT1-MMP act inh	TbMetRS inhib	MsrA act	MLLE-PAM2 inh	SKN-1 inh	MsrA inhibitor
O=C(Cn1nc(-c2ccccc2)ccc1=O)N1CCCCC1	2.4	-0.9	3.8	-0.5	-0.3	0.1	-1.1	-2.7	-1.0
Cc1n[nH]c(=O)n(N=Cc2cccs2)c1=O	-2.2	-3.7	2.1	-3.1	-0.1	-0.9	-11.3	-3.0	0.4
C=CC[C@H](CC(=O)OC(C)(C)C)C(=O)OC[C@@H]1CCCN1C(=O)[C@@H](CC=C)CC(=O)N[C@H](CO)Cc1ccccc1	20.4	-3.5	-0.7	3.5	0.4	-1.6	2.1	3.6	2.5
CC1CN=C(N(C(=O)Nc2ccccc2)C(C)c2ccccc2)S1 (centres undefined)	-30.1	6.3	-4.7	-3.0	-0.4	-2.3	6.0	13.2	-0.8

The whole of this part, from the start:
SMILES	NRP1-CendR mod	FAS TE block	eLon inh	MT1-MMP act inh	TbMetRS inhib	MsrA act	MLLE-PAM2 inh	SKN-1 inh	MsrA inhibitor
O=C(Cn1nc(-c2ccccc2)ccc1=O)N1CCCCC1	2.4	-0.9	3.8	-0.5	-0.3	0.1	-1.1	-2.7	-1.0
Cc1n[nH]c(=O)n(N=Cc2cccs2)c1=O	-2.2	-3.7	2.1	-3.1	-0.1	-0.9	-11.3	-3.0	0.4
C=CC[C@H](CC(=O)OC(C)(C)C)C(=O)OC[C@@H]1CCCN1C(=O)[C@@H](CC=C)CC(=O)N[C@H](CO)Cc1ccccc1	20.4	-3.5	-0.7	3.5	0.4	-1.6	2.1	3.6	2.5
CC1CN=C(N(C(=O)Nc2ccccc2)C(C)c2ccccc2)S1 (centres undefined)	-30.1	6.3	-4.7	-3.0	-0.4	-2.3	6.0	13.2	-0.8
COc1ccccc1/C=C/C(=O)OCC(=O)NC1CCS(=O)(=O)C1 (centres undefined)	7.0	-8.1	-0.9	1.1	-0.1	-2.1	22.0	0.9	0.7
COc1cccc(OCC(O)CN2CCN(CCN3C(=O)c4cccc5cccc(c45)C3=O)CC2)c1 (centres undefined)	5.1	-3.1	-3.3	4.6	-1.0	0.9	7.4	-1.4	2.9
CCOc1ccccc1OCCOCCOc1c(Cl)cccc1Cl	6.0	14.0	4.4	-2.5	-0.9	-5.2	2.3	8.1	1.4
CSCCC(NS(=O)(=O)c1ccc2[nH]c(=O)c(=O)[nH]c2c1)C(=O)O (centres undefined)	-3.2	-0.9	4.2	0.7	0.2	-3.3	19.1	2.8	-0.4
Cc1ccc(NC(=O)c2nc(S(=O)(=O)Cc3ccccc3)ncc2Cl)cc1	1.0	40.7	-2.4	1.8	-0.3	-8.1	26.6	-3.2	1.6
COc1ccc(NC(=O)CSc2nnc(NC(=O)C3CC3)s2)cc1OC	16.8	-6.4	-7.8	-3.4	0.1	-1.5	-0.3	21.9	-0.9
COc1ccc(C(=O)NC(C)c2nnc(SCC(=O)NC3CCCC3)n2C)cc1 (centres undefined)	19.0	-6.7	-7.6	-2.2	-0.7	-2.1	-13.6	-9.7	-0.1
CCN(CC)S(=O)(=O)c1ccc(N2CCCC2)c(NC(=O)C2CCCCC2)c1	11.7	3.8	5.5	1.6	0.5	-1.8	-21.7	5.0	-0.3
O=c1cc(-c2ccccc2)[nH]n1-c1nc2ccccc2s1	-8.2	-2.2	-5.1	-3.5	-0.6	-4.2	13.3	5.8	-1.0
CN1/C(=C\C(=O)COC(=O)c2ccc([N+](=O)[O-])o2)C(C)(C)c2ccccc21	5.2	1.5	-0.7	6.9	0.5	-1.5	9.9	1.9	0.5
O=C(CNC(=O)Cn1ccc2ccccc2c1=O)NCCCN1CCCCCC1	-0.8	-6.8	2.9	-0.1	-0.3	1.3	14.3	5.2	1.3
CCN(CC)S(=O)(=O)c1cccc(NC(=O)COC(=O)c2cc(=O)c3ccccc3o2)c1	3.9	-0.1	-8.0	-2.4	0.2	1.9	6.5	6.4	-0.4
CCc1cccc(C)c1NC(=O)CN1C(=O)NC(CCc2ccccc2)C1=O (centres undefined)	9.5	8.1	-4.2	-2.4	-0.2	5.1	-23.4	20.0	0.6
O=C(/C=C/c1cccc([N+](=O)[O-])c1)N(c1ccccn1)c1ccccn1	-2.8	2.0	5.3	7.2	-0.7	-1.1	-5.5	2.0	-0.2
CC1(C)C(=O)OC(c2ccco2)C(C)(C)C1=O (centres undefined)	5.1	-17.0	2.7	-0.3	-1.4	-11.3	13.4	7.1	0.1
O=C(CCC1(C(=O)O)CCC(=O)NC1)NCc1ccccc1 (centres undefined)	-6.9	-8.5	-4.5	-1.5	-0.1	4.3	-9.9	-5.2	0.0
CCn1c(O)c(N=Nc2ccc3ccccc3n2)c2ccccc21	5.3	22.6	-2.8	-8.5	-0.5	-1.8	2.2	17.6	1.8
CCOC(=O)C1(Cc2cccc(F)c2)CCN(CCCn2cccn2)CC1	-0.3	-6.0	6.9	1.9	-1.2	-13.8	-0.9	-8.5	0.3
Cc1cc(Sc2nc(NC(C)C)nc(NC(C)C)n2)nc(Cl)n1	-1.3	0.5	-2.4	6.1	-0.8	-9.8	0.7	0.2	-0.2
Cc1ccc(CN2CC34C=CC(O3)C(C(=O)NCc3ccc5c(c3)OCO5)C4C2=O)cc1 (centres undefined)	0.0	-3.4	-6.8	-2.4	-0.3	3.2	3.6	3.0	0.6
CCC(CC)C(=O)Nc1c2c(nn1-c1ccc(C)cc1)CS(=O)(=O)C2	2.8	-15.5	-9.2	5.0	0.4	-9.7	4.1	3.5	-1.0
COCCCNC(=S)NNC(=O)C1CC1c1ccc(C(C)(C)C)cc1 (centres undefined)	2.0	-1.6	3.1	3.2	-0.3	-3.0	-71.3	1.6	-1.2
CCOC(=O)c1c(CN2CCN(C)CC2)n(C)c2cc(Br)c(OC)cc12	7.8	-3.4	-0.7	-9.8	-0.7	-2.9	-6.7	9.1	2.1
O=C1NC[C@H](Cc2ccc(O)cc2)N(C[C@@H]2CCCN2C[C@H](Cc2ccccc2)N2C[C@H](Cc3ccc(O)cc3)N(CCc3ccccc3)C(=O)C2=O)C1=O	2.9	0.8	2.5	0.5	-1.4	-6.0	.	5.5	1.4
CCOc1ccc(C(=O)Nc2cc3c(cc2N2CCCC2)n(CC)c(=O)n3CC)cc1OCC	-1.9	-6.1	1.6	7.0	-1.1	-9.9	2.0	8.0	2.1
COc1ccc(CC(N)c2csc(NC(=O)Nc3ccccc3C(C)C)n2)cc1 (centres undefined)	5.2	-11.0	4.5	-4.0	-0.3	-5.8	1.5	-4.2	-1.7
COc1cc(OC)cc(C(=O)NCC(=O)OC2CCOC2=O)c1 (centres undefined)	-4.4	-9.6	2.3	2.7	-0.1	-1.9	-14.3	-6.3	0.8
O=C(COn1nnc2ccc(S(=O)(=O)N3CCOCC3)cc21)NCCc1ccccc1	-0.6	-7.4	-21.8	3.5	-0.3	-2.7	13.5	14.2	1.3
CC(CN1CCOCC1)OC(=O)C(C)(c1ccccc1)c1ccccc1 (centres undefined)	1.4	1.7	-10.7	-3.7	0.3	-6.0	-1.8	-2.3	1.6
COc1cc(C(=O)NCC(=O)NCCN2C(=O)S/C(=C\c3ccccc3Cl)C2=O)cc(OC)c1OC	-1.5	10.5	2.1	0.9	-0.2	-3.9	18.7	21.9	2.3
Cc1ccc(OCc2cc(C(=O)N(C)Cc3cnn(C)c3)no2)cc1C	3.1	-6.4	-2.3	-0.6	-0.2	-2.0	-0.7	22.1	-0.3
c1ccc(C(Cc2nc(-c3ccccn3)no2)c2ccccc2)cc1	-6.1	11.0	-3.2	-7.3	-0.9	-1.8	5.9	-1.2	0.7
O=C(COC(=O)CCOc1ccccc1)NCc1ccco1	-6.9	-5.3	3.7	-2.1	-0.9	-3.4	-8.4	2.8	0.0
O=C(/C=N/O)NCCCN1CCCCCC1	3.4	-8.4	-5.2	-1.0	0.0	-2.8	-11.7	10.2	0.3
COC(=O)C(N)Cc1ccc(OC)c([N+](=O)[O-])c1 (centres undefined)	-10.5	-1.8	-0.7	1.7	0.2	-2.3	-9.1	-2.7	-0.9
O=C(NCc1ccc(F)cc1)C(c1ccccc1)N(C(=O)c1csnn1)C1CCCC1 (centres undefined)	13.6	2.1	-4.6	-2.7	-0.3	4.0	20.7	-12.4	1.7
O=C(c1ccccc1-c1nc(-c2ccc(F)cc2)no1)N1CCCC1	14.1	1.9	-2.2	2.6	-0.3	-2.6	0.4	20.5	-1.3
O=C(CN1C(=O)NC2NC(=O)NC21)N/N=C/c1ccc(F)cc1 (centres undefined)	-10.2	-6.7	2.4	4.3	-0.1	-2.1	8.8	12.7	-0.1
CC(=O)c1ccc(NC(=O)COC(=O)CCC2CCCC2)cc1	-4.3	4.8	-9.3	2.2	-0.3	-0.8	-7.7	11.3	-0.3
COc1ccc(SC2=C[C@@]3(O)CC[C@@H](O)[C@@](Sc4ccc(OC)cc4)(C2=O)[C@H]3O)cc1	3.1	-9.8	3.2	-0.4	0.3	-2.5	.	1.9	0.1
Cc1cc(=O)oc2c3c(cc(OCC(=O)NCc4ccco4)c12)OC(C)(C)CC3	1.2	8.1	4.9	2.8	-0.3	0.2	-7.9	3.7	0.7
COc1ccccc1C1=CC(=O)C[C@H](c2ccc(Cl)cc2)C1	9.9	33.7	-1.6	4.2	-0.3	-6.5	-2.1	-2.1	2.3
COc1ccc(OCCC(=O)OCc2c(C)noc2C)cc1	0.7	-14.1	-1.8	-3.8	-0.9	-8.0	-10.8	-21.4	0.1
O=C(O)CCn1c(=O)[nH]c2ccccc2c1=O	2.1	-3.8	-2.0	1.5	-0.6	-1.1	4.0	11.9	-1.5
COCCC1CCCCN1C(=O)c1ccc(OC2CCN(C(C)=O)CC2)c(OC)c1 (centres undefined)	1.7	-6.0	-3.0	-1.9	0.0	-1.3	-7.0	9.2	0.1
COc1ccc(-c2noc(C3CCCN(C(=O)c4ccccc4C)C3)n2)cc1 (centres undefined)	1.3	-7.7	-1.3	2.3	-1.3	-8.6	-2.1	16.3	-0.2
N#CCC(=O)Nc1ccc(C(=O)OCC(=O)NNC(=O)c2cccs2)cc1	-47.7	-3.5	-29.9	-8.0	-0.3	-5.9	-41.1	-10.3	-1.0
CNC(=S)N(C)c1ccccc1	1.3	-9.4	-6.1	-1.3	-0.2	-2.5	-40.2	3.7	-1.5
CS(=O)(=O)N(CC(=O)N/N=C/c1cc([N+](=O)[O-])ccc1Cl)c1ccccc1	-4.9	19.9	-18.6	1.6	-1.1	-1.9	6.5	7.7	0.2
CC1CCCCN1C(=O)C1CCCCN1S(=O)(=O)c1cccc([N+](=O)[O-])c1 (centres undefined)	-9.1	4.5	-6.5	-0.8	-0.1	-4.5	0.5	-5.2	-0.7
Cc1ccc(C)c(S(=O)(=O)N/N=C/c2ccc(N(C)C)cc2)c1	8.2	5.0	-0.8	-1.8	0.6	-1.0	-8.8	9.1	5.4*

Screening results: PubChem BioAssay, several laboratories
